# Screening results: PubChem BioAssay, several laboratories
# Fam108B inh = Fam108B inhibition, counter-screen for RBBP9 inhibitors; 300,000 tested, 0.33% active; inhibition, % at 9.51 µM; recombinant Fam108B, FP-Rh probe fluorescence polarization;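 active means inhibition above the screen mean inhibition plus 3 SD, computed separately per campaign, cut at about 18% in these data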;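 further: inhibitors lower polarization as less probe binds the enzyme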
# MEX-5 binding = C. elegans MEX-5 TCR-2 RNA binding activity; AID 1832; 300,000 tested, 0.38% active; MEX-5/FITC-TCR2 RNA binding, fluorescence polarization; hits give low values; activity score (negative = inhibition of binding), % at 10 µM; Q9XUB2;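 active means inhibition past about -25% in most replicates, and total fluorescence under double the plate's negative control median, limit read from the data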;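 further: 0% = DMSO and -100% = 5 µM competing unlabeled TCR2 RNA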
# GLD-1 TGE inh = GLD-1-TGE RNA interaction inhibition (C. elegans); 320,000 tested, 0.44% active; purified GLD-1 + fluorescein TGE RNA, fluorescence polarization; inhibition, % at 5.96 µM; AID 2280; Q17339;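 active means percent inhibition above a per-plate cutoff, the plate mean of test compounds plus 3 SD, cut at about 30% in these data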;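 further: 0% = DMSO wells with GLD-1 and probe and 100% = wells lacking GLD-1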
# MCL1-BIM inh = disrupts human MCL1 binding to BIM-BH3 peptide; Q07820; GST-MCL1 / FITC-Bim-BH3 fluorescence polarization; inhibition, % at 10.9 µM; 320,000 tested, 0.68% active;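 active means inhibition above the mean inhibition of all tested compounds plus 3 SD, set per campaign, cut at about 40% in these data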;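 further: 0% = DMSO wells and 100% = unlabeled Bim-BH3 peptide control; higher means more loss of mP so more displacement of Bim peptide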
# PME-1 primary = PME-1 (human) inhibition; Q9Y570; AID 2130; inhibition, % at 5.9 µM; 320,000 tested, 0.53% active; recombinant PME-1, FP-Rh probe fluorescence polarization;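 active means inhibition above the campaign mean of all compounds plus 3 SD, cut at about 26% in these data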;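 further: competitive labeling of PME-1 active site by serine hydrolase directed probe; 0% = PME-1 with DMSO and 100% = wells lacking PME-1 enzyme; inhibitors block probe labeling so polarization falls and inhibition rises; many of its hits are not listed in these tables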
# BCLXL inh = Bcl-xL (human) inhibition; GST-Bcl-xL / FITC-Bim BH3 peptide fluorescence polarization; 320,000 tested, 0.7% active; inhibition, % at 10.9 µM;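 active means inhibition above the mean of all tested compounds plus 3 SD, cutoff set per campaign, cut at about 30% in these data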;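 further: 0% = DMSO wells and 100% = unlabeled Bim-BH3 peptide competitor; inhibitors lower millipolarization by displacing the labeled peptide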
# VLA-4 inh = inhibition in a human VLA-4 binding assay; P13612; VLA-4 expressing cells, ligand binding flow cytometry; inhibition, % (about 7 µM as worked out from the volumes in the protocol); 330,000 tested, 0.2% active; in the data active means inhibition above about 50%
# Target sequence (P13612 whole entry, looked up): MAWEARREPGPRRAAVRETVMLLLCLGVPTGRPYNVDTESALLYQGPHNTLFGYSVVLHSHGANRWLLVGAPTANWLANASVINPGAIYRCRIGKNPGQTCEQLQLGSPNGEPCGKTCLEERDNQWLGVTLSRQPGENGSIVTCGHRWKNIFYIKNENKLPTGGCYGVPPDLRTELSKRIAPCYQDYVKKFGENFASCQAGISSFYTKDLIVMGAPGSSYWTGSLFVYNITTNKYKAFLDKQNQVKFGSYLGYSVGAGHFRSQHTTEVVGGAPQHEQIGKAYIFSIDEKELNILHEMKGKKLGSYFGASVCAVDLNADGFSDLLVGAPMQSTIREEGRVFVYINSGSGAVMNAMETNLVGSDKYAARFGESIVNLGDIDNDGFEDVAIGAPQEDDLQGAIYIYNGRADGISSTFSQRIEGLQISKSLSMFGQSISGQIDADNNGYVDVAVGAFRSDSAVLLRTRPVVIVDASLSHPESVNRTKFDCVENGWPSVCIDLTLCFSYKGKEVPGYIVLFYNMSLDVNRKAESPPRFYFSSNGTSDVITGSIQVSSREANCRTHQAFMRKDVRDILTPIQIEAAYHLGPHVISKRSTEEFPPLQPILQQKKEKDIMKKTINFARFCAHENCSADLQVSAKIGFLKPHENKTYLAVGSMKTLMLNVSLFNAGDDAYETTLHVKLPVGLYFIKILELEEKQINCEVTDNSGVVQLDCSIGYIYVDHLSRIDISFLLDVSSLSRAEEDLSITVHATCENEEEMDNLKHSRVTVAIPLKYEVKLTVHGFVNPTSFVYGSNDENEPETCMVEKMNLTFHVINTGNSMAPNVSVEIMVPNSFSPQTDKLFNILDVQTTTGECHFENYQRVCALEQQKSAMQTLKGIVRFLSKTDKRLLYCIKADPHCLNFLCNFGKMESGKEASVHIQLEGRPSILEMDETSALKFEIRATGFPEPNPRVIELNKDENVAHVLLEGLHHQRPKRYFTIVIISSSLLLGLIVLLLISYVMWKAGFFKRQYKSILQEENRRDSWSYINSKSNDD
# GRK2 aptamer HTS = blocks RNA aptamer binding to human GRK2; P25098; bead flow cytometry, FAM-aptamer displacement from GRK2; inhibition of aptamer binding, % at 10 µM; 330,000 tested, 0.59% active;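 active means inhibition of aptamer binding above 40%, roughly 3 SD of noise, on plates passing a quality check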;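 further: median bead fluorescence of bound FAM aptamer so fluorescent compounds give negative values; no value below 0 was filed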
# Efflux pump inh = blocks antifungal efflux pumps in multiplex yeast assay | S. cerevisiae Candida pump triplex, Nile Red efflux | inhibition, % at 10 µM | 330,000 tested, 0.44% active | AID 485275;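 active means plate passing quality check with inhibition over a set limit, or well fluorescence over plate mean plus 4 SD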;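 further: Nile Red retained in pooled yeast measured as flow cytometry median fluorescence; 0% = buffer negative control and 100% = Enniatin B positive control; higher means more Nile Red kept so more efflux inhibition; some compounds called inactive have numbers as strong as hits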
# * marks the source's active call; other numbers are inactive results; i = inactive; / = no result given. An excerpt. The share of hits here may be higher or lower than overall.
canonical_smiles	Fam108B inh	MEX-5 binding	GLD-1 TGE inh	MCL1-BIM inh	PME-1 primary	BCLXL inh	VLA-4 inh	GRK2 aptamer HTS	Efflux pump inh
O=C(O)c1cccc(-n2cccc2/C=C2/NC(=O)N(Cc3ccccc3F)C2=O)c1	2	-9.5	-1	8	-1	3	0	7	0.1
COc1ccc(C(=O)N(C)Cc2ccon2)cc1OC1CCN(C(C)C)CC1	-2	-2.0	5	2	-3	8	-2	3	0.0
Nc1c(C(=O)NC2CCCCC2)nsc1C(=O)OCC(=O)NC1CCCCC1	0	0.7	3	-2	-9	1	47	3	0.1
c1ccc(-c2cnc(CN3CCN(c4ccccc4)CC3)o2)cc1	4	1.0	2	3	3	0	-7	0	0.1
CCOc1ccc(/C=C/C(=O)OCC(=O)c2ccccc2OC)cc1OC	-2	0.2	-2	-14	-8	-4	-11	0	0.0
CCc1ccc(N/C(SC)=C(/C#N)C(N)=O)cc1	-6	-0.2	4	-13	5	-9	-10	0	0.0
CC(C)Oc1ccc(C2CC(=O)NC2=O)cc1 (stereo not given)	/	-2.3	/	/	/	/	14	2	0.0
O=S(=O)(NCc1cccc(C(F)(F)F)c1)NCc1ccccc1F	3	0.6	2	5	6	1	-5	0	-0.1
CC(Oc1ccc(Cl)cc1Cl)C(=O)NNC(=O)C(=O)N1CCCCC1 (stereo not given)	0	0.1	-1	11	0	7	4	0	-1.7
COc1ccc(-c2noc(COc3ccc4c(c3)OCO4)n2)cc1OC	3	-0.4	-2	-2	-2	4	5	0	0.1
CCC(C)(C(=O)NC1CCCCC1)N(Cc1ccco1)C(=O)c1ccc2c(c1)OCO2 (stereo not given)	1	-0.8	5	5	2	5	-2	0	0.0
CC(OC(=O)CN1C(=O)COc2ccccc21)C(=O)NCc1ccc(F)cc1 (stereo not given)	7	0.5	0	1	-8	6	-3	0	0.0
Cc1ncc2c(n1)-c1cc(F)ccc1SC2	1	-2.0	-5	9	3	-1	-35	0	0.7
CC(C)(C)NCC(O)COCc1ccc(Cl)cc1 (stereo not given)	0	-0.7	0	-7	-9	-3	11	1	0.6
CCN1CCN(c2ccc(S(=O)(=O)N3CCCCC3)cc2NC(=O)c2cccc(Cl)c2)CC1	-2	-0.1	2	-10	2	-6	-1	0	0.1
OC(C#CCCN1CCCCC1)(c1ccccc1)C1CCCCC1 (stereo not given)	-2	-1.1	0	7	5	3	27	3	0.0
O=C(Nc1nccs1)c1ccc(COc2ccccc2Cl)o1	0	-4.5	1	9	-4	4	1	1	0.0
Cc1cc(C(=O)CSc2nnc(NCc3ccccc3)s2)c(C)n1C	1	0.3	-3	-5	10	-4	12	2	0.0
O=C(CCn1nc(-c2ccc(Cl)cc2)c2ccccc2c1=O)NCC1CCCO1 (stereo not given)	-2	-1.0	-5	-4	-5	2	-2	1	0.3
CCOc1ccc(C(=O)NC2CCN(S(=O)(=O)c3ccccc3)CC2)cc1	4	2.5	1	-13	-2	0	10	0	0.1
O=S1(=O)CCC(NC(=S)Nc2ccc3ccccc3c2)C1 (stereo not given)	1	-0.7	3	4	2	7	-6	5	0.1
Cc1cc2n(n1)C(c1ccco1)Nc1ccccc1-2 (stereo not given)	1	-0.5	5	4	4	6	16	0	0.1
O=C(Nc1ccc(F)cc1)NC1(C(=O)NCc2ccc3c(c2)OCO3)CCCCC1	2	2.2	1	3	2	4	3	0	-0.1
CC(C)(C)c1csc(NC(=O)c2ccccc2O)n1	1	-1.0	-9	-5	2	0	-27	0	-0.1
NC(=O)c1ccsc1NC(=O)COC(=O)CCOc1ccccc1	-1	0.0	2	15	3	3	17	3	0.2
COc1cc2c(cc1OC)CN(C(=S)Nc1ccccc1)CC2	1	-2.5	1	7	0	5	16	0	0.0
Cc1nn(CC(=O)N2CCN(Cc3ccccc3)CC2)c(=O)c2ccccc12	0	-1.6	-6	-11	-3	0	-2	0	-0.1
CC(C)N1CC(C(=O)Nc2ccc(S(=O)(=O)N3CCCCC3)cc2)CC1=O (stereo not given)	0	2.3	6	2	-2	1	-4	2	-0.1
CCOC(=O)CC(=O)CSc1nc2c(cc1C#N)CCCCCC2	3	1.2	-12	-8	-2	2	-1	0	-0.3
CCOC(=O)N/N=C(/c1ccccc1)C1CCCCC1	5	-2.6	-10	-6	-9	3	-2	10	0.0
O=C(CN1C(=O)NC2(CCCC2)C1=O)Nc1cccc(Cl)c1	-2	0.1	2	2	-1	-1	17	2	-0.2
Cc1csc(NC(=O)CSc2nnc(C)n2Cc2ccco2)n1	7	1.7	2	5	2	6	10	0	0.0
C/C(=N/NC(=O)c1sc(NS(=O)(=O)c2ccccc2)nc1C)c1ccc(F)cc1	6	1.5	-1	-1	9	2	10	1	0.2
COc1ccc(C2C(C(=O)N3CCCCC3)CCC(=O)N2c2cc(OC)c(OC)c(OC)c2)cc1 (stereo not given)	-6	-1.2	5	1	0	4	15	0	-0.1
CC(=O)NNc1nc(-c2ccccc2)cs1	4	0.8	6	17	-3	6	-6	3	-0.4
CN(C)c1ccc(-c2noc(C3CCN(S(=O)(=O)c4cccc(Cl)c4)CC3)n2)cc1	-1	0.3	5	-3	3	5	11	0	-0.2
O=C1C2(CCC13COC(c1ccc(O)cc1)OC3)COC(c1ccc(O)cc1)OC2 (stereo not given)	2	-0.6	2	-2	3	-1	4	13	-0.1
COc1ccc(Cl)cc1NC(=O)CN(C)C(=O)C1CC(=O)N(Cc2ccc(C)cc2)C1 (stereo not given)	2	1.6	0	1	2	-3	-10	0	-0.1
CC(C)c1ccc(/C=N/NC(=O)c2ccccc2Cl)cc1	1	0.3	3	-2	-3	1	17	16	0.1
O=C(c1cccc(C(F)(F)F)c1)N1CCOC12CCN(c1ncc(C(F)(F)F)cc1Cl)CC2	2	1.0	1	4	2	7	2	0	0.2
CCOC(=O)c1c(N)sc(C(=O)N2CCCCC2)c1C	5	0.0	-3	1	1	5	12	0	-0.1
NS(=O)(=O)c1ccc(NC(=O)COC(=O)COc2ccc(Br)cc2)cc1	-1	0.7	2	7	1	5	/	0	-0.2
CCc1cc(-c2nc(N)ncc2-c2ccc(Br)cc2)c(O)cc1OC	0	0.6	0	-16	-5	-17	14	5	0.3
CC1CCN(C(=O)C2CCCCN2S(=O)(=O)c2cccc([N+](=O)[O-])c2)CC1 (stereo not given)	4	0.0	4	1	-1	1	8	1	0.3
Cc1nn(CC(=O)OCC(=O)Nc2cccc(S(N)(=O)=O)c2)c(C)c1[N+](=O)[O-]	/	/	3	/	/	/	-5	0	-0.2
CC1Cc2nc(SCC(=O)c3ccccc3)n(Cc3ccccc3)c(=O)c2S1 (stereo not given)	2	-1.0	1	3	-3	-2	-3	2	0.2
COc1cc(C2CC(c3cccnc3)=NN2c2ccc(F)cc2)cc(OC)c1OC (stereo not given)	1	-1.4	-178	-1	2	-2	i	1	0.2
CCOc1ncccc1C(=O)Nc1ccccc1F	-2	-2.6	4	3	1	6	22	0	-0.1
CC(=O)Oc1ccccc1C(=O)Nc1ccccc1	-2	-0.6	3	2	7	4	-4	3	0.1
CCOc1ccccc1/C=C/c1onc(C)c1S(=O)(=O)N1CCC(C(=O)N2CCCCCC2)CC1	-7	0.4	2	4	-4	10	18	7	-0.1
Cc1onc(-c2c(Cl)cccc2Cl)c1C(=O)N/N=C(\N)COc1ccc(Cl)cc1	-5	2.3	-5	1	4	0	11	4	-0.1
CCSc1nnc(-c2ccc(C)cc2)c2ccccc12	1	-1.0	5	-1	0	-3	2	2	-0.1
CC(=O)c1c(N2CCN(Cc3ccccc3)CC2)[nH]c(-c2ccccc2)nc1=S	4	1.0	-2	8	6	10	-20	1	0.5*
O=C(NC1CCCN(Cc2ccc(Cl)cc2)C1)c1c(F)cccc1F (stereo not given)	-1	0.8	10	-2	-5	9	1	11	0.1
COc1ccc(/C=C2\C(=O)NC(=S)N2C(=O)c2ccc(F)cc2)cc1	-4	-6.4	-133	-165	-7	-84	-35	0	0.0
CC(=O)CCC(=O)NC1CCCc2c1cnn2-c1ccc(C(C)(C)C)cc1 (stereo not given)	0	-1.6	1	3	-8	6	4	0	-0.1
CCN(CC)S(=O)(=O)c1cccc(C(=O)Nc2nnc(C)s2)c1	-6	2.1	-10	7	-9	5	12	0	0.2
Cc1ccc(S(=O)(=O)NC(C)C(=O)Nc2ccccc2C(=O)N2CCCC2)cc1 (stereo not given)	-1	1.6	-9	4	-2	-1	6	4	0.2
COc1ccc(Cn2c(C3CC3)nc3ccc(NC(C)=O)cc3c2=O)cc1	0	2.7	-11	-1	0	2	-8	0	0.2
CC(C)CC(=O)NNC(=O)C(C)C	-6	-0.6	-8	-8	1	-1	11	2	0.6

# New compounds follow
canonical_smiles	Fam108B inh	MEX-5 binding	GLD-1 TGE inh	MCL1-BIM inh	PME-1 primary	BCLXL inh	VLA-4 inh	GRK2 aptamer HTS	Efflux pump inh
COc1cc(CN2CC(=O)N(c3cccc(Cl)c3C)C2=S)cc(OC)c1OC	2	0.7	4	-3	-5	-1	22	0	0.1
CCN(CC)S(=O)(=O)c1cccc(NC(=O)Nc2cccc(C(F)(F)F)c2)c1	-157	2.7	-3	-1	-265	1	43	2	0.4
COc1ccc(N(CC(=O)NCCSC2CCCCC2)S(=O)(=O)c2ccccc2)c(OC)c1	0	1.6	-3	9	1	2	0	0	-0.1
CCC(=O)Nc1ccccc1Nc1cc(C#N)c(C#N)cc1[N+](=O)[O-]	9	-0.7	3	-3	6	0	-32	0	-0.1
O=C(Nc1ccccc1N1CCN(c2ccc(F)cc2)CC1)C12CC3CC(CC(C3)C1)C2	0	0.9	-2	-9	-3	-5	-2	0	0.0
COC(=O)CCCCCCCCC(O)C[N+]1(C)CCOCC1 (stereo not given)	1	-5.4	3	-19	5	-15	25	1	-0.1
COC(=O)/C=C/C(=O)N1CCN(c2ccccc2C)CC1	-1	-1.4	2	9	0	1	-3	1	0.0
COc1ccccc1NC(=O)CSC(N)=O	0	-0.9	3	19	1	6	1	0	0.0
CC(=O)NS(=O)(=O)c1ccc(NC(=O)/C=C/c2ccccc2)cc1	1	1.7	-1	-2	-5	1	0	0	0.0
CC(=O)Nc1nc(C(=O)Nc2c(C)n[nH]c2C)cs1	-2	2.6	5	-2	-1	-1	3	0	-0.1
Cc1[nH]c2ccccc2c1/C=C/c1nc2ccccc2c(=O)[nH]1	10	-2.1	-69	0	22	16	-24	38	0.5
COc1ccc(C(=O)O)cc1S(=O)(=O)NCc1cccnc1	0	-1.1	0	-4	5	-1	42	0	-0.2
CCOc1ncccc1C(=O)N1CCN(S(=O)(=O)c2ccc3c(c2)OCCO3)CC1	/	/	7	-11	0	-3	15	2	0.2
COc1ccc(CN2CCNC(=O)C2CC(=O)NC2CCCC2)cc1OC (stereo not given)	-2	1.6	-4	9	0	8	8	0	-1.2
O=C(CCc1ccccc1Cl)Nc1ccc(S(=O)(=O)N2CCOCC2)cc1	7	-1.2	6	-7	-2	1	3	0	-0.1
CCOC(=O)c1ccccc1NS(=O)(=O)c1cnn(CC)c1C	4	0.6	3	0	3	2	10	6	-0.5
